Compound activity: PubChem, National Center for Advancing Translational Sciences (NCATS)
FEN1 inh: qHTS Assay for the Inhibitors of Human Flap endonuclease 1 (FEN1); Recombinant FEN1 flap cleavage, fluorescence, 15 min; Potency, µM (titrated, usually from 114 µM), for inactives: top-dose activity change, negative = inhibition, hits mostly inhibitors; 390,000 compounds, 0.35% hits; AID 588795, 2011; further: nearly all actives have a fitted effect of over 65% in size
Target sequence (P39748 whole entry, looked up): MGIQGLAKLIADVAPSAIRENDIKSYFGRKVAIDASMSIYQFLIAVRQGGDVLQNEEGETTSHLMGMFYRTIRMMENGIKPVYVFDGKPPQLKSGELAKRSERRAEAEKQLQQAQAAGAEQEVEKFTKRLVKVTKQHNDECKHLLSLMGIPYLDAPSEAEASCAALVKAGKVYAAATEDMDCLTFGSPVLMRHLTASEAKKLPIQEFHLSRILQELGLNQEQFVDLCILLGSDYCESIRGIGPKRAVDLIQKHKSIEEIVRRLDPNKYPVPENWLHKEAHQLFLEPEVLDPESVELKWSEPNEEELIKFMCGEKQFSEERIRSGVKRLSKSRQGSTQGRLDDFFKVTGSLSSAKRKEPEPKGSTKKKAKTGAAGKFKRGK
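Concentration–response screening of FEN1 (10 nM): 15 min compound preincubation at room temperature, reaction started with 50 nM substrate and read at 0 and 15 min. Corrected, normalized data were fitted by a four-parameter Hill equation.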
N370S GC: qHTS Assay for Inhibitors and Activators of N370S glucocerebrosidase as a Potential Chaperone Treatment of Gaucher Disease. Lysosomal acid glucosylceramidase (Homo sapiens), P04062. N370S GC spleen homogenate, 4MU-glucoside fluorescence. Potency, µM (top dose mostly 59.4 µM), for the others: at the top dose activity change, negative = inhibition, most hits filed as inhibitors. 330,000 compounds, 0.092% hits;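 further: 0% = full enzyme activity and -100% = no enzyme basal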
TDP1 inh: qHTS Assay for Inhibitors of Tyrosyl-DNA Phosphodiesterase (TDP1); Tyrosyl-DNA phosphodiesterase 1 (Homo sapiens), Q9NUW8; recombinant TDP1, AlphaScreen DNA substrate cleavage; Potency, µM (top dose mostly 130 µM), for the others: top-dose activity change, negative = inhibition, hits mostly inhibitors; 350,000 compounds, 0.28% hits; AID 485290, 2010; further: nearly all actives have a fitted effect of over 40% in size
Target sequence (Q9NUW8 whole entry, looked up): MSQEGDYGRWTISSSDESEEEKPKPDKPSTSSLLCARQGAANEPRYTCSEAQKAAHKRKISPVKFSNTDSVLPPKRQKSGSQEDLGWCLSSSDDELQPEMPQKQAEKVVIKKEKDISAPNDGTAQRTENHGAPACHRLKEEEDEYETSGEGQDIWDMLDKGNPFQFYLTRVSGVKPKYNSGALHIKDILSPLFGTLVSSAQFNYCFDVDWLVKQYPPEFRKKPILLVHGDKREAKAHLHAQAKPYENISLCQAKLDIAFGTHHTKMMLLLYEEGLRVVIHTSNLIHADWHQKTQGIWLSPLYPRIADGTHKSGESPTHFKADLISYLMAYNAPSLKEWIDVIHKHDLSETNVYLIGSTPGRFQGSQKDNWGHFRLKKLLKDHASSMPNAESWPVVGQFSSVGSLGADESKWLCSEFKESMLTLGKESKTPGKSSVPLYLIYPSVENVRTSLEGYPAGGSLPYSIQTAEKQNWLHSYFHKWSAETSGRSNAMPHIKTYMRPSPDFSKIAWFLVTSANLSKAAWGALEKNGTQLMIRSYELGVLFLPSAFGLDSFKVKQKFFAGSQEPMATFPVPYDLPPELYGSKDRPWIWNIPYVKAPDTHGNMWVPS
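Signal: AlphaScreen proximity between streptavidin donor and anti-FITC acceptor beads on intact substrate. Reaction: Tdp1 1 nM, substrate 15 nM final, 5 min RT after 15 min compound preincubation.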
* marks the source's active call; other numbers are inactive results; ? = inconclusive; / = not tested or not shown; & = joins results of further samples; [ ] = another dose, or the depositor's remark. The call rests on the fitted dose curve; in most records, active means well fitted curve in the direction sought with a large enough effect; inconclusive means small, poorly fitted or top-dose-only effect, or another doubt; inactive means no such curve, though single readings can be large; an effect the other way counts as inactive or inconclusive. Unless noted, on the % scale 0 is the no-effect control and ±100 the full control effect; potency means the concentration at half of the fitted maximal effect.

cpd	structure	N370S GC	TDP1 inh	FEN1 inh
1	CCOC(=O)c1ccccc1NC(=S)N1CC(C)CC(C)C1 (stereo not given)	4%	1%	-7%
2	O=C(Nc1ccccc1)O/N=C1/CCCc2occc21	6%	/	-15%
3	O=C(COC(=O)c1cccnc1Cl)Nc1ncc(Cl)cc1Cl	-2%	0%	1%
4	Cn1nc(-c2ccccc2)c(-c2nc(-c3ccccc3Cl)no2)c1Cl	4%	4%	2%
5	Cc1ccc(OCCCC(=O)N2CCN(S(=O)(=O)c3cccc(F)c3)CC2)cc1	-7%	/	-1%
6	Cc1ccc(N(C)C(=O)c2cc(S(=O)(=O)N3CCCCC3)c[nH]2)cc1	-7%	/	-1%
7	CCc1ccc(OCC(=O)Nc2cccc3c2CCCC3)cc1	13%	0%	-6%
8	CCOc1ccc(NC(=O)C2CCCN(c3nnc(C)c4c(C)n(-c5ccccc5)nc34)C2)cc1 (stereo not given)	/	-3%	12%
9	O=C(O)/C=C/C(=O)N1CCN(C(c2ccccc2)c2ccccc2)CC1	3%	1%	-2%
10	COc1cccc(C2C(C(N)=O)=C(C)Nc3nc(CCCO)nn32)c1 (stereo not given)	-12%	7%	18%&-3%
11	CC(=O)N1c2ccc(S(=O)(=O)N3CCCC(C(=O)NCc4ccccc4)C3)cc2CC1C (stereo not given)	0%	/	18%
12	CSc1ccc(C#N)cc1NC(=O)c1ccccc1	4%	5%	3%
13	COc1ccc(-c2cc(C3CCN(c4cc(Cl)nc(N)n4)CC3)[nH]n2)cc1	24%	6%	-18%
14	CC(Nc1n[nH]c(=S)[nH]c1=O)C(=O)OCc1ccccc1 (stereo not given)	5%[2.35 µM]	3%	-3%
15	O=C(Nc1ccc(-c2ccc3nncn3n2)cc1)c1ccc(Br)o1	7%	79µM*	6%
16	COC(=O)c1sc2cccc(F)c2c1S(=O)(=O)N1CCN(c2cccc(C)c2)C(C)C1 (stereo not given)	/	8%	16%
17	CCCC(=O)N1c2ccccc2[C@@H](N(C(C)=O)c2ccccc2)C[C@H]1C	-3%	0%	-7%
18	Cc1ccc(-c2csc3nc(C)n(-n4c(C)ccc4C)c(=O)c23)o1	3%	11%	3%
19	Cc1cc2oc(C(=O)Nc3ccc(S(=O)(=O)Nc4onc(C)c4C)cc3)cc(=O)c2cc1Cl	1%	6%	?
20	CN(C)c1ccc(/C=C2/C(=O)Nc3ccccc32)cc1	25%	27%[56.1 µM]	/

Later entries.
cpd	structure	N370S GC	TDP1 inh	FEN1 inh
21	Cc1ccc2c(c1)c(C)cc(=O)n2CCC(=O)O	-6%	10%	-6%
22	S=C(NCc1ccco1)Nc1ccc(Br)cc1Cl	1%	5%	-10%
23	CCc1nc2sc3c(c2c(=O)n1NC(=O)CCl)CCCC3	3%	5%	-4%
24	CSc1cccc(NC(=S)N(CCCN2CCCC2)Cc2cccs2)c1	-9%	5%	-4%
25	CCCn1c(N)c(N(CCOC)C(=O)c2cc3ccccc3cc2OC)c(=O)[nH]c1=O	/	0%	2%
26	Cc1ccc(Cc2nc(-c3ccncc3)no2)cc1	-3%	5%	16%
27	COc1ccccc1NC(=O)C1=C(C)Nc2nc(SCc3ccc(Cl)cc3)nn2C1c1ccccc1Cl (stereo not given)	/	5%	12%
28	Cc1csc(=O)n1CCC(=O)OCc1nnc(-c2ccc([N+](=O)[O-])cc2)o1	/	3%	-14%
29	CC(C)(C)NC(=O)C(c1ccccc1)N(C(=O)C1CSC(=O)C1)c1ccccc1 (stereo not given)	-15%	2%	-11%
30	O=C(Nc1ccccc1)Nc1nc(-c2ccc(F)cc2)cs1	7%	-4%	0%
31	CO/N=C\[C@@H](NS(=O)(=O)c1ccc(C)cc1)[C@H](C)/C=C\CC(=O)OC	4%[12.8 µM]	-3%[21 µM]	/
32	CC(=O)N(c1ccccc1C)C1CCCC1	3%	2%	2%
33	Cc1cc(C)n(-c2ccc(NC(=O)C3CCCCN3C(=O)c3ccoc3)cc2)n1 (stereo not given)	-18%	1%	3%
34	C=CCC(O)[C@H](Cc1cnc2ccccc2c1)[C@H](/C=C/CCCC)c1ccccc1 (stereo not given in full)	2%	-7%	-9%
35	Cc1cccc(NC(=O)NCC(c2cccnc2)N2CCOCC2)c1 (stereo not given)	-9%	3%	-1%
36	COc1ccccc1N(CC(=O)NCC(C)C)S(=O)(=O)c1cccs1	-2%	-1%	-1%
37	COC(=O)c1c(C)nc(C)c(C(=O)OC)c1-c1ccccc1[N+](=O)[O-]	-3%	13%	/
38	CC(C)CC(=O)Nc1nc(=S)ss1	-3%	0%	-3%
39	O=C(c1ccc(NS(=O)(=O)c2ccc3[nH]c(=O)[nH]c3c2)cc1)N1CCN(c2ccccc2O)CC1	-28%	5%	-13%
40	CCC(C)NC(=O)c1cn(CC)c2cc(N3CCN(C(=O)c4ccco4)CC3)c(F)cc2c1=O (stereo not given)	-1%	3%	1%

Other records:
cpd	structure	N370S GC	TDP1 inh	FEN1 inh
41	Cc1ccc(C2NC(=S)NC3=C2C(=O)CCC3)cc1 (stereo not given)	-1%	0%	0%
42	CCN(C(=O)Cn1cnc2onc(-c3ccc(F)cc3)c2c1=O)c1cc(C)ccc1C	/	4%	-6%
43	Cc1nn(CCCC(=O)NCc2ccc(OC(C)C)cc2)c(=O)c2c1sc1ccccc12	/	3%	-6%
44	O=C(NCCc1cccs1)C1CC(c2ccccc2[N+](=O)[O-])=NO1 (stereo not given)	9%	5%	-5%
45	Cc1noc(-c2ccc(NC(C)c3ccccc3)c([N+](=O)[O-])c2)n1 (stereo not given)	/	6%	4%
46	CCN(CC)S(=O)(=O)c1ccc(Nc2cc(C)nc3ncnn23)cc1	-2%	2%	-8%
47	O=C(CNC(=O)C1CCCCC1)OCC(=O)c1ccccc1	/	1%	1%
48	CCOC(=O)c1c[nH]c2c(Cl)ccc(Cl)c2c1=O	-6%	4%	6%
49	CC1CCC(CN2C(Nc3ccccc3)=NC[C@@H]2C)CC1 (stereo not given in full)	-1%	/	11%
50	O=[N+]([O-])c1cccc(OCCN2CCC(Cc3ccccc3)CC2)c1	-16%	/	12%
51	Cc1[nH]n(-c2ccc(Cl)cc2)c(=O)c1N=Nc1cccnc1	12%	-1%	-20%
52	CC(CCc1ccccc1)NC(=O)COC(=O)C12CC3CC(CC(Br)(C3)C1)C2 (stereo not given)	15%	1%	3%
53	Cc1ccccc1CNC(=O)COc1ccccc1	7%	/	17%
54	Cc1cccc(C(=O)NC2CC3CCCC(C2)N3C(=O)Nc2ccccc2)c1 (stereo not given)	2%	/	37%
55	CCOc1ccccc1NC(=O)NCc1ccc(F)cc1	8%	3%	-3%
56	Cc1cc(Br)ccc1NC(=O)c1cnc(N2CCN(c3ccccn3)CC2)c2ccccc12	-6%	4%	5%
57	O=C(NNC(=S)NC(=O)c1ccccc1[N+](=O)[O-])c1ccccc1Cl	-4%	5%	-2%
58	Oc1ccc(C[C@@H]2CNCCN2CCc2cccc3ccccc23)cc1	?	-5%	3%
59	O=C(COc1ccccc1F)NNC(=O)Cn1c(=O)cnc2ccccc21	/	0%	7%
60	COc1cc(/C=C/C(=O)c2ccc(O)cc2O)ccc1O	-6%	16%	/

Later entries
cpd	structure	N370S GC	TDP1 inh	FEN1 inh
61	CCCn1cnc2scc(-c3ccc(C)cc3)c2c1=O	0%	3%	12%
62	Cc1ccsc1/C=N/NC(=O)CC(=O)NCC(C)C	-5%	5%	4%
63	Cc1ccc(SCCNC(=O)c2ccccc2F)cc1	4%	/	-14%
64	C[C@H](NC(=O)c1nc[nH]c1C(=O)NC1CCN(C(=O)OC(C)(C)C)CC1)C(=O)OCc1ccccc1	18%	8%	-17%
65	COc1ccc(/C=N/N=C2/CC(C)(C)Cc3n[nH]c(=O)cc32)cc1	11%	5%	6%
66	CCCCOc1cccc(C2/C(=C(/O)c3ccc4c(c3)CC(C)O4)C(=O)C(=O)N2CCN2CCOCC2)c1 (stereo not given)	?	6%	-14%
67	CCOC(=O)C1=CN(CC2CCCO2)C=C(C(=O)OCC)C1c1ccccc1C(F)(F)F (stereo not given)	?	/	3%
68	CC(C)(C)/C(COc1ccccc1[N+](=O)[O-])=N/O	3%	-8%	46%[activator]
69	CCOc1ccccc1CN1CCCC(CNS(=O)(=O)c2ccc(OC)cc2)C1 (stereo not given)	-23%	-1%	-15%
70	O=C(Oc1ccccc1)c1ccc2nsnc2c1	-2%	-8%	6%
71	O=C(NCC(c1ccc2c(c1)OCO2)N1CCN(c2ccccc2)CC1)c1ccc(F)c(F)c1 (stereo not given)	/	10%	9%
72	Cc1cc2c(cc1S(=O)(=O)N(C)c1ccccc1)n(C)c(=O)n2C	-7%	/	8%
73	Cc1ccc(-c2csc(NC(=O)c3c(C)noc3C)n2)cc1C	/	0%	-15%
74	Cc1ccc(S(=O)(=O)n2nc(-c3ccco3)nc2NCc2ccc(N(C)C)cc2)cc1	/	10%	-2%
75	CC(=O)N1CCC(c2c[nH]c3ccccc23)CC1	6%	5%	1%
76	CC(/C=C1\SC(=O)N(CC(=O)Nc2ccc(O)cc2)C1=O)=C\c1ccccc1	1%	4%	-2%
77	CCCc1nc2sc3c(=O)[nH]cnc3c2c2c1CCCC2	0%	-5%	/
78	CC(C)(C)CC(=O)Nc1nnc2n1CCS2	/	8%	-1%
79	O=C(COc1ccc2ccc(=O)oc2c1)NC1CCCCC1	/	0%[56.1 µM]	0%
80	Cc1ccccc1-n1c(=O)cc(N2CCCCCC2)[nH]c1=O	?	3%	3%

Next records
cpd	structure	N370S GC	TDP1 inh	FEN1 inh
81	COc1ccc(CCNc2nc3cc(OC)c(OC)cc3c3nc(-c4cccnc4)nn23)cc1OC	/	3%	-7%
82	CCc1nc(SCC(=O)Nc2cc(C)ccc2OC)c2c(C)c(C)sc2n1	2%	/	-7%
83	O=C(Nc1cc(Br)ccc1O)c1cc(-c2ccc3c(c2)OCO3)on1	-6%	-5%	11%
84	CC[C@]1(C(=O)OC)[C@H]2C(=O)N(Cc3ccccc3)C(=O)[C@H]2[C@H]2CN=C(SCc3ccc(C#N)cc3)N21	/	0%[56.1 µM]	2%

By substructure, those above with a thiophene ring, fused or not
cpd	structure	N370S GC	TDP1 inh	FEN1 inh
16	COC(=O)c1sc2cccc(F)c2c1S(=O)(=O)N1CCN(c2cccc(C)c2)C(C)C1 (stereo not given)	/	8%	16%
18	Cc1ccc(-c2csc3nc(C)n(-n4c(C)ccc4C)c(=O)c23)o1	3%	11%	3%
23	CCc1nc2sc3c(c2c(=O)n1NC(=O)CCl)CCCC3	3%	5%	-4%
24	CSc1cccc(NC(=S)N(CCCN2CCCC2)Cc2cccs2)c1	-9%	5%	-4%
36	COc1ccccc1N(CC(=O)NCC(C)C)S(=O)(=O)c1cccs1	-2%	-1%	-1%
43	Cc1nn(CCCC(=O)NCc2ccc(OC(C)C)cc2)c(=O)c2c1sc1ccccc12	/	3%	-6%
44	O=C(NCCc1cccs1)C1CC(c2ccccc2[N+](=O)[O-])=NO1 (stereo not given)	9%	5%	-5%
61	CCCn1cnc2scc(-c3ccc(C)cc3)c2c1=O	0%	3%	12%
62	Cc1ccsc1/C=N/NC(=O)CC(=O)NCC(C)C	-5%	5%	4%
77	CCCc1nc2sc3c(=O)[nH]cnc3c2c2c1CCCC2	0%	-5%	/
82	CCc1nc(SCC(=O)Nc2cc(C)ccc2OC)c2c(C)c(C)sc2n1	2%	/	-7%

Outcome played no part in choosing rows (roughly 0.53% active in at least one column).
